DRD3 agonist: D3 dopamine receptor (human) agonism | P35462 | D3R DiscoveRx beta-arrestin cells, luminescence, 90 min | max activation, % | hit rate 0.58% among 410,000; in the data active means max activation above about 30%; further: 0% is about no effect; mostly tested at two doses, the higher about 12 µM
Target sequence (P35462 whole entry, looked up): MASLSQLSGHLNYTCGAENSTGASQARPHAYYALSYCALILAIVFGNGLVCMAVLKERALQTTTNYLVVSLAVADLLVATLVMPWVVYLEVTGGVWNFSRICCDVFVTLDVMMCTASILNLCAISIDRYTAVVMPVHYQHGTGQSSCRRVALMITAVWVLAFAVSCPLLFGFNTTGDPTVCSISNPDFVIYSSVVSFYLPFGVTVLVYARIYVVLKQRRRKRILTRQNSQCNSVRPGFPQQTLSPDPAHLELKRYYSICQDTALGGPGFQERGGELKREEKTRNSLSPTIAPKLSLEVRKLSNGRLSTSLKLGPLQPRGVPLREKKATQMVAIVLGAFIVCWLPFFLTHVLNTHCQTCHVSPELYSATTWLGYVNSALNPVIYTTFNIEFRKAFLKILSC
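Agonist-mode cell screen: cells plated at 1500/well and incubated overnight at 37 °C, then exposed to library compounds for 90 min at 37 °C. Detection reagent was added for 30–60 min at room temperature, and luminescence was read.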
IL1B secr inh: blocks inflammasome-driven IL-1 beta release. activity change, % at 57.5 µM. THP-1 LPS/ATP IL-1B secretion, AlphaLISA, 16 h; active compounds read low. hit rate 4.7% among 360,000. AID 743279; in the data active means activity change below about -50%; inconclusive means mostly about -30% to -49%; further: on the % scale 0 is the no-effect control and ±100 the full control effect
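THP-1 cells pretreated 1 hr with compounds (up to 57.5 uM final), then stimulated with LPS (250 ng/mL final) plus ATP (1.25 mM final); secreted IL-1B measured by AlphaLISA after 16 hr, decreased signal indicating inhibition.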
SW480 rereplic: induces DNA re-replication in SW480 colon adenocarcinoma cells | hit rate 1.8% among 340,000 | SW480 DNA re-replication, Hoechst DNA content imaging, 48 h | Potency, µM (highest dose often 46.1 µM), for inactives: top-dose re-replication activation, usual class: activators; further: potency means the concentration at half of the fitted maximal effect; % of control where 0% means no effect; nearly all actives have a fitted effect of over 55% in size
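Per well, 250 cells were exposed to pinned compound for 48 hr. Nuclear DNA was visualised with Hoechst (40 min, 37 C) and total object intensity recorded by fluorescence scanning.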
KB-V1 cytotox: KB-V1 MDR subline cytotoxicity; KB-V1 MDR cells viability, CellTiter-Glo, 72 h; Potency, µM (top dose mostly 46.1 µM), for inactives: at the top dose activity change, negative = cytotoxicity, most hits filed as cytotoxic; hit rate 3.4% among 400,000; AID 1347076; further: potency means the concentration at half of the fitted maximal effect; on the % scale 0 is the no-effect control and ±100 the full control effect; nearly all actives have a fitted effect of over 60% in size
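Cytotoxicity via CellTiter-Glo luminescence after 72 h compound exposure at 37 degrees C. Cells: drug-selected KB-V1 line, DMEM phenol-red free plus 10% FBS. Compounds tested at multiple concentrations; normalized data fitted to concentration-effect curves.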
HT1080 IDH1KD tx: toxicity to HT-1080 IDH1 knockdown cells (counter line); Potency, µM (top dose mostly 46.1 µM), for inactives: at the top dose activity, negative = toxicity, usual class: cytotoxic; AID 686971; hit rate 2% among 360,000; HT-1080 IDH1 knockdown viability, ATP luminescence, 48 h;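 further: potency means the concentration at half of the fitted maximal effect; 0% = DMSO wells and -100% = cell-free medium wells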
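CellTiter-Glo luminescence after 48 h compound exposure at 37 degrees C of IDH1-knockdown HT-1080 cells in 5% FBS RPMI. %Activity scaled between DMSO wells and cell-free media wells, with curves fitted and assigned curve classes.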
KB-3-1 tox: KB-3-1 parental cell cytotoxicity. hit rate 1.4% among 400,000. AID 1347075. Potency, µM (series often up to 46.1 µM), for the others: top-dose activity change, negative = cytotoxic, most hits filed as cytotoxic. KB-3-1 viability, CellTiter-Glo ATP luminescence, 72 h; further: potency means the concentration at half of the fitted maximal effect; on the % scale 0 is the no-effect control and ±100 the full control effect; nearly all actives have a fitted effect of over 60% in size
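Luminescent ATP read-out (CellTiter-Glo) measures survival of drug-naive KB-3-1 cells after 72 h compound exposure at 37 °C. Titration series was screened from lowest to highest concentration, with DMSO vehicle plates as background controls.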
D3 antag: blocks the human D3 dopamine receptor; P35462; D3R cells, DiscoveRx beta-arrestin luminescence, antagonist mode; active compounds read low; max response, negative = inhibition, %; hit rate 2.5% among 360,000; in the data active means max response below about -50%; inconclusive means no clear call, values can overlap the other calls; further: on the % scale 0 is the no-effect control and ±100 the full control effect; mostly tested at two doses, the higher about 12 µM
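Cells expressing the human receptor were seeded at 1500 cells/well, incubated overnight at 37 degrees C in 5% CO2, then exposed to library compounds with dopamine controls for 90 minutes at 37 degrees C before luminescent detection.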
GLP-1R agonist: activates the human GLP-1 receptor | P43220 | HEK293 GLP-1R CRE-luciferase, luminescence, 4-6 h; cells express a hypersensitive GLP-1R form | Potency, µM (titrated, usually from 45.6 µM), for the others: top-dose activation, actives largely listed as activators | hit rate 0.007% among 380,000 | AID 624172; further: potency means the concentration at half of the fitted maximal effect; % of control where 0% means no effect
Target sequence (P43220 whole entry, looked up): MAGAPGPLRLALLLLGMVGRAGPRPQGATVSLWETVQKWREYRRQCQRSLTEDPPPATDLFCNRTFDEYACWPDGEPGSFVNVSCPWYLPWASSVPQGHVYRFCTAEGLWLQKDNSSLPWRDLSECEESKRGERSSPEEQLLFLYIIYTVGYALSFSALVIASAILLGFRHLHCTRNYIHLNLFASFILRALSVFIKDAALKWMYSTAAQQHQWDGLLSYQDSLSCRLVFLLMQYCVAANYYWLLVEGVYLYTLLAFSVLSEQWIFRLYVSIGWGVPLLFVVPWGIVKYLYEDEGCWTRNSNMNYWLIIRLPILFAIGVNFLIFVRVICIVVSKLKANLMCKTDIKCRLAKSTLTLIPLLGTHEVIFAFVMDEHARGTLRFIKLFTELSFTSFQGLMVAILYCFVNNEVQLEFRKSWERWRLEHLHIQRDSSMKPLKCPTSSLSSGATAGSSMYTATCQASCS
HT1080NT lethal: kills 2HG-producing HT-1080-NT fibrosarcoma cells; HT-1080-NT fibrosarcoma viability, CellTiter-Glo ATP luminescence, 48 h; Potency, µM (titrated, usually from 46.1 µM), for the others: at the highest dose activity, negative = less viability, hits mostly cytotoxic; hit rate 1.6% among 360,000; AID 686970;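 further: NT is the 2HG producing partner of a matched IDH1 knockdown line; potency means the concentration at half of the fitted maximal effect; 0% = DMSO-treated cells and -100% = media-only wells without cells; nearly all actives have a fitted effect of over 55% in size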
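HT-1080-NT; 750 cells/well; 5% FBS RPMI; 48 h compound, 37 degrees C; CellTiter-Glo luminescence; curve fitting and curve-class assignment.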
The depositor's hits bear a star; ? = inconclusive; . = no result given; & = joins results of further samples; [ ] = dose if it differs, or a comment. Unless noted, the call rests on the fitted dose curve; in most records, active means well fitted curve in the direction sought with a large enough effect; inconclusive means small, poorly fitted or top-dose-only effect, or another doubt; inactive means no such curve, though single readings can be large; an effect the other way counts as inactive or inconclusive.

The first 13 entries (preview)
Structure,SW480 rereplic,DRD3 agonist,KB-3-1 tox,IL1B secr inh,KB-V1 cytotox,GLP-1R agonist,HT1080 IDH1KD tx,HT1080NT lethal,D3 antag
COc1ccc(-c2csc(N3C(=O)C4C5c6ccccc6C(c6ccccc65)[C@@H]4C3=O)n2)cc1 (some centres undefined),2%,2,-1%,5,-16%,-2%,3%,0%,0
c1ccc2c(c1)CNC1(CCCCC1)C2,-6%,-4,-2%,-13,-1%,-1%,1%,1%,0
COc1cc(NC(=O)CSc2nnc3c(C)cc4c(C)ccc(C)c4n23)c(C(=O)O)cc1OC,-11%,-3,13%,13,13%,-3%,10%,10%,3
O=C(CCNC(=O)c1ccccc1Cl)Nc1nc(-c2ccc3ccccc3c2)cs1,11%,14,?,?,-8%,13%,-17%,-4%,2
O=S(=O)(NCc1ccccn1)C(F)(F)F,3%,-30,18%,4,-10%,-2%,12%,7%,0
Cc1cc(SCC(=O)c2cc(C)n(C)c2C)nc2ccccc12,?,1,8%,44,-7%,-12%,0%,-2%,-1
CCNCCNC(=O)c1c(O)c2c([nH]c1=O)CCCC2,8%,-13,9%,5,-3%,0%,6%,-3%,7
CCOC(=O)Nc1ccc2c(c1)Sc1ccccc1N2C(=O)CCN1CCOCC1,3%,0,0%,-28,-26%,17%,-2%,-10%,12
S=C(NCC1COc2ccccc2O1)Nc1ccccc1 (centres undefined),-5%,-16,-16%,-29,?,1%,0%,-3%,?
NC(c1csc(Nc2ccc(C(=O)NCCO)cc2)n1)C1CCCCC1 (centres undefined),.,-7,0%,0,4%,-7%,-13%,-14%,?
CC(C)(C)OC(=O)C[C@H]1C/C=C\C[C@@H](CC(=O)N(CCO)Cc2ccccc2)C(=O)NCCOC1=O,-13%,-3,15%,11,13%,2%,13%,21%,-18
CCN(CC(=O)Nc1ccccc1C(F)(F)F)C(=O)COc1cccc2c1OC(C)(C)C2,-1%,1,0%,13,?,-6%,0%,3%,-2
O=C(O)C(Cc1ccccc1)N1C(=O)CCC1=O (centres undefined),1%,8,12%,2,3%,-1%,10%,14%,8

The listing, previewed entries included:
Structure,SW480 rereplic,DRD3 agonist,KB-3-1 tox,IL1B secr inh,KB-V1 cytotox,GLP-1R agonist,HT1080 IDH1KD tx,HT1080NT lethal,D3 antag
COc1ccc(-c2csc(N3C(=O)C4C5c6ccccc6C(c6ccccc65)[C@@H]4C3=O)n2)cc1 (some centres undefined),2%,2,-1%,5,-16%,-2%,3%,0%,0
c1ccc2c(c1)CNC1(CCCCC1)C2,-6%,-4,-2%,-13,-1%,-1%,1%,1%,0
COc1cc(NC(=O)CSc2nnc3c(C)cc4c(C)ccc(C)c4n23)c(C(=O)O)cc1OC,-11%,-3,13%,13,13%,-3%,10%,10%,3
O=C(CCNC(=O)c1ccccc1Cl)Nc1nc(-c2ccc3ccccc3c2)cs1,11%,14,?,?,-8%,13%,-17%,-4%,2
O=S(=O)(NCc1ccccn1)C(F)(F)F,3%,-30,18%,4,-10%,-2%,12%,7%,0
Cc1cc(SCC(=O)c2cc(C)n(C)c2C)nc2ccccc12,?,1,8%,44,-7%,-12%,0%,-2%,-1
CCNCCNC(=O)c1c(O)c2c([nH]c1=O)CCCC2,8%,-13,9%,5,-3%,0%,6%,-3%,7
CCOC(=O)Nc1ccc2c(c1)Sc1ccccc1N2C(=O)CCN1CCOCC1,3%,0,0%,-28,-26%,17%,-2%,-10%,12
S=C(NCC1COc2ccccc2O1)Nc1ccccc1 (centres undefined),-5%,-16,-16%,-29,?,1%,0%,-3%,?
NC(c1csc(Nc2ccc(C(=O)NCCO)cc2)n1)C1CCCCC1 (centres undefined),.,-7,0%,0,4%,-7%,-13%,-14%,?
CC(C)(C)OC(=O)C[C@H]1C/C=C\C[C@@H](CC(=O)N(CCO)Cc2ccccc2)C(=O)NCCOC1=O,-13%,-3,15%,11,13%,2%,13%,21%,-18
CCN(CC(=O)Nc1ccccc1C(F)(F)F)C(=O)COc1cccc2c1OC(C)(C)C2,-1%,1,0%,13,?,-6%,0%,3%,-2
O=C(O)C(Cc1ccccc1)N1C(=O)CCC1=O (centres undefined),1%,8,12%,2,3%,-1%,10%,14%,8
COCCNC(=O)CCc1c(C)nc2c(c(C)nn2-c2ccc(C)cc2)c1C,?,0&-7,1%,-3,4%,-2%,-6%,3%,4
O=C(COc1ccc(Cl)cc1Cl)Nc1ccc(-c2ccc(N3CCOCC3)nn2)cc1,-54%[inhibitor],4,4%,35,10%,19%,-10%,-12%,0
COc1ccc(N2CC(NC(=O)NC(C)(C)C)CC2=O)cc1 (centres undefined),-23%,-2,-6%,5,16%,-7%,21%,21%,1
COc1ccccc1CNC(=O)CCS(=O)(=O)c1ccc2c(c1)CC(C)N2C(=O)C1CC1 (centres undefined),?,0&-5,0%,-11,-6%,-3%,5%,6%,2
COc1cc(OC)cc(C(=O)Nc2ccc(N(C)C)c3ccccc23)c1,-15%,0,-4%,31,7%,-4%,8%,-1%,21
CCN(C(=O)CSc1nnnn1C)C1CCCCC1,-2%,-10,.,5,.,-4%,-9%,0%,-5
CCCCSc1nnc(-c2cc3c(C(F)(F)F)nn(C)c3s2)n1C,-9%[9.22 µM],7,-16%,-3,-21%,12%,-6%,2%,53
Cc1cccc(CCNS(=O)(=O)c2cc3c(cc2C)NC(=O)CO3)c1,-2%,2,6%,-5,-15%,0%,1%,0%,-21
O=C(Nc1nc2c(F)c(F)c(F)cc2s1)c1ccco1,-11%,-8,-12%,-21,-18%,4%,-1%,1%,-6
CCCCN(C(=O)C1=NN(c2ccccc2)C(=O)CC1)c1c(N)n(CCC)c(=O)[nH]c1=O,-5%,6,7%,13,0%,5%,18%,10%,14
O=C1CC(N2CCN(c3ccc(O)cc3)CC2)C(=O)N1c1ccc2c(c1)OCO2 (centres undefined),-2%,4,9%,11,?,8%,-2%,6%,-8
Cc1c(Cl)cnc(NC(=O)COC(=O)C(NC(=O)c2ccco2)C(C)C)c1Cl (centres undefined),0%,25,-1%,32,-3%,1%,12%,3%,7
CCOc1ccc(NC(=S)N(CCOC)C(C)c2cccnc2)cc1 (centres undefined),-3%,-16,1%,7,7%,6%,2%,-2%,1
COc1ccc(C(OC(=O)c2ccco2)C(=O)NCC2CCCO2)cc1 (centres undefined),-2%,0,10%,12,6%,-12%,4%,15%,21
O=C(CN(Cc1ccccc1)S(=O)(=O)c1ccc(F)cc1)NCCC1=CCCCC1,-2%,-1,-10%,?,?,-4%,-1%,-1%,-7
CCCC(C(=O)O)N1C(=O)/C(=C/c2cccn2C)SC1=S (centres undefined),-1%,-6,-8%,-7,-1%,-3%,2%,0%,-18
O=C(NCc1ccccc1)c1cccc(NS(=O)(=O)c2cccc3cccnc23)c1,-4%,1,-5%,4,?,8%,3%,2%,-14

Next section, starting with the last 2 of the part before.
Structure,SW480 rereplic,DRD3 agonist,KB-3-1 tox,IL1B secr inh,KB-V1 cytotox,GLP-1R agonist,HT1080 IDH1KD tx,HT1080NT lethal,D3 antag
CCCC(C(=O)O)N1C(=O)/C(=C/c2cccn2C)SC1=S (centres undefined),-1%,-6,-8%,-7,-1%,-3%,2%,0%,-18
O=C(NCc1ccccc1)c1cccc(NS(=O)(=O)c2cccc3cccnc23)c1,-4%,1,-5%,4,?,8%,3%,2%,-14
O=C(CN1C(=O)C2CCCCC2C1=O)N1CCN(c2ncccn2)CC1 (centres undefined),?,-4,18%,6,-3%,4%,15%,13%,-16
COC(=O)NCc1ccc(CNC(=O)OC)cc1,-2%[9.22 µM],-2,-17%,9,11%,16%,0%,-2%,11
NS(=O)(=O)c1ccc(N/C=C\C(=O)c2cccc3ccccc23)cc1,1%,-2,13%,11,3%,28%,-16%,-21%,11
CCc1ccc(C(=O)Nc2ccc3nc(C)ccc3c2)cc1,2%,-12,2%,?,-11%,24%,?,-21%,5
COc1ccccc1NC(=O)c1ccc(NC(=O)c2ccc(=O)[nH]c2)cc1,?,-20,?,3,1%,-3%,-23%,-12%,4
Cc1onc(-c2ccccc2)c1C(=O)Nc1ccc2c(c1)OCCO2,9%,13,1%,24,1%,2%,6%[9.24 µM],3%,12
O=C(CNC(=O)c1ccccc1F)NCCc1ccc(Cl)cc1Cl,-2%,-11,-11%,-7,-17%,12%,-16%,0%,-1
CSc1ccccc1C(=O)NC1CCCC1,1%,1,-7%,-5,-20%,-2%,2%,1%,21
Cc1cc(Cl)ccc1OCC(=O)N/N=C/c1ccncc1,?,25,-1%,-6,3%,6%,-17%,-18%,0
CCN(CC)S(=O)(=O)c1ccc(Cl)c(NC(=O)COC(=O)c2ccc(O)cc2)c1,0%,1,-3%,3,-29%,8%,-17%,0%,-18
Cc1ccc(Cn2nnc3c(=O)[nH]c(C4CCN(S(=O)(=O)c5ccc(F)cc5)CC4)nc32)cc1,?,-7,25%,3,19%,6%,?,-22%,21
O=C(c1cc([N+](=O)[O-])ccc1N1CCOCC1)N1CCN(c2ccc([N+](=O)[O-])cc2)CC1,-1%,2,-2%,-11,?,9%,-14%,-9%,3
O=C(Nc1ccc2c(c1)OCO2)c1ccc2sc([C@@H]3O[C@H](CO)[C@H](O)[C@H](O)[C@H]3O)nc2c1,.,-7,1%,-7,-25%,-3%,-21%,-28%,-12
O=C(Nc1ccc(-c2csnn2)cc1)C(Cl)(Cl)Cl,-3%,1,3%,?,3%,21%,-7%,-28%,2
